Screens: PubChem BioAssay, National Center for Advancing Translational Sciences (NCATS)
Pol eta inh: DNA polymerase eta (human) inhibition; Q9Y253; recombinant Pol eta, fluorescent DNA replication assay; Potency, µM (doses to about 114 µM), inactives show at the top dose activity change, negative = inhibition, most hits filed as inhibitors; hit rate 1.2% among 390,000; AID 588591; also: potency is read from the fitted curve at half-maximal effect; % is scaled to controls: 0 for no effect and ±100 for the full control effect
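Pol eta (10 nM) was preincubated with compounds for 15 min at room temperature, after which fluorescent replication substrate (50 nM final) was added to start the reaction. Fluorescence was read kinetically at 0 and 10 min.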
12-LOX inh: blocks human arachidonate 12S-lipoxygenase; purified 12hLO, xylenol orange hydroperoxide absorbance; P18054; Potency, µM (top dose mostly 108 µM), inactives show at the top dose activity change, negative = inhibition, hits mostly inhibitors; AID 1671190; hit rate 1.1% among 580,000; also: potency is read from the fitted curve at half-maximal effect; % is scaled to controls: 0 for no effect and ±100 for the full control effect
Target sequence (P18054 whole entry, looked up): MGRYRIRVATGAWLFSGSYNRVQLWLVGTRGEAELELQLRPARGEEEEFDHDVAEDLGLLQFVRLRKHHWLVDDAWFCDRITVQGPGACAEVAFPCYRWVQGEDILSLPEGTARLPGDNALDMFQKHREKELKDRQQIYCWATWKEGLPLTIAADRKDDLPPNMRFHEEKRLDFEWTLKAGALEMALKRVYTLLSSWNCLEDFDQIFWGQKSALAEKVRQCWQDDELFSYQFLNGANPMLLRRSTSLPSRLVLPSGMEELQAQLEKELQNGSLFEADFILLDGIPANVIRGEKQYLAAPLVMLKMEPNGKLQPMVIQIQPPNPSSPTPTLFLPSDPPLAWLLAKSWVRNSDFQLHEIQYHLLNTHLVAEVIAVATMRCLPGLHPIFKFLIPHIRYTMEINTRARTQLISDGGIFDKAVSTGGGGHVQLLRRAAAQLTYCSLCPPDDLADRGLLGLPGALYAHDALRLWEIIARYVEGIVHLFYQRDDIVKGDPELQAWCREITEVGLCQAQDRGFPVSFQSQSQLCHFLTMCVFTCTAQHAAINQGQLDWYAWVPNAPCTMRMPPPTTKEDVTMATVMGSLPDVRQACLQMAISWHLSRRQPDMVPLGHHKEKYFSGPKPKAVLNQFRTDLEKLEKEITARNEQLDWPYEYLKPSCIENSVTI
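Hydroperoxide product was detected by ferrous iron/xylenol orange as the 573 to 405 nm absorbance ratio. Arachidonic acid at 40 uM (final) was turned over for 30 min at room temperature by 150 nM human 12hLO, pH 7.0 Hepes buffer, after 15 min compound preincubation.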
ERG-DNA inh: inhibitors of human ERG Ets domain-DNA interaction; hit rate 0.028% among 370,000; Potency, µM (series often up to 76.9 µM), for the others: at the top dose FP activity, negative = inhibition, hits mostly inhibitors; P11308; fluorescence polarization, His-ERG Ets domain / labelled DNA; active = well fitted inhibition curve with a large enough effect in the polarisation, with a control signal flat; inconclusive = small, poorly fitted or top-dose-only effect, or effect the other way, or a change in a side signal; inactive = no such curve, though single readings can be large or run the other way; the % refers to the polarisation;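 also: polarization taken with two DNA probes labelled with fluorescein and Texas red; potency is read from the fitted curve at half-maximal effect; % of control where 0% means no effect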
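His-tagged ERG Ets domain (1 uM in the protein solution; 300mM KCl, 50mM Tris-HCl, 1mM EDTA, 1mM DTT, pH 7.5) received compound, then a probe mix of 5 nM fluorescein-DNA and 100nM Texas-615-DNA. Fluorescence polarization was read for both dyes.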
APE1 inh: inhibitors of human APE1 endonuclease; P27695; recombinant APE1, TAMRA/BHQ-2 abasic DNA cleavage fluorescence; Potency, µM (titrated, usually from 65.8 µM), without a hit: at the top dose activity change, negative = inhibition, most hits filed as inhibitors; hit rate 0.35% among 350,000; AID 2517;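 also: potency is read from the fitted curve at half-maximal effect; plate controls were vehicle for no effect and reference inhibitor for full effect; nearly all actives have a fitted effect of over 55% in size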
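Readout is kinetic fluorescence (ex 525, em 598 nm) from cleavage of 50 nM TAMRA/BHQ-2 THF abasic duplex by 0.75 nM APE1, compound added 15 min beforehand at RT.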
POLK inh: blocks human DNA polymerase kappa activity | purified Pol kappa, fluorescent DNA synthesis assay, 10 min | Q9UBT6 | hit rate 0.53% among 400,000 | Potency, µM (series often up to 107 µM), without a hit: at the top dose activity, negative = inhibition, most hits filed as inhibitors | AID 588579; also: potency is read from the fitted curve at half-maximal effect; % is scaled to controls: 0 for no effect and ±100 for the full control effect
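Here, compound and 10 nM enzyme are combined for 15 min at room temperature; adding 50 nM substrate (final) starts DNA synthesis, tracked by fluorescence at 0 and 10 min against buffer-only wells.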
LDHA block: blocks human lactate dehydrogenase A | P00338 | purified LDHA, NADH/diaphorase-resazurin fluorescence; hits give low values | activity change, % (values are at about 110 or 230 µM) | hit rate 0.15% among 480,000 | AID 1347041; in the data active = activity change below about -30%; inconclusive = mostly about -25% to -30%;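 also: plate controls were DMSO wells for no effect and wells without enzyme for full effect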
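Human LDH5 (2 nM) was incubated with 0.06 mM NADH and 0.2 mM pyruvate for 5 min at room temperature in Tris pH 7.4. Remaining NADH was coupled through diaphorase/resazurin, and resorufin fluorescence was read at 0 and 20 min.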
RGS4 inhibitor: blocks human RGS4-accelerated GTP hydrolysis; Potency, µM (top dose mostly 114 µM), for the others: at the highest dose activity change, negative = inhibition, actives largely listed as inhibitors; Transcreener GDP fluorescence polarization, RGS4-accelerated GTP hydrolysis; hit rate 0.039% among 390,000; also: potency is read from the fitted curve at half-maximal effect; % is scaled to controls: 0 for no effect and ±100 for the full control effect; nearly all actives have a fitted effect of over 75% in size; some results filed as inactive show a strong effect at the top dose
Target sequence (P49798 whole entry, looked up): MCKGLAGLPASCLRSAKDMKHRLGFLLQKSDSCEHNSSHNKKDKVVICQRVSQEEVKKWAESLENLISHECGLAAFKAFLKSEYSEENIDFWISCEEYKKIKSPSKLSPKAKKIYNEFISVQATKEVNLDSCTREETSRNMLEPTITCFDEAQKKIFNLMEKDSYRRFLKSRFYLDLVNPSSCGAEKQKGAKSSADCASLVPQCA
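MLSMR compounds (23 nl, pin-transferred) preincubated 10 min at room temperature with a 500nM (2x) first reagent, then RGS4 at 900nM (2x) plus Transcreener GDP mix added; fluorescence polarization (620/688 nm) read before and after 90 min at 30 °C.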
Pol beta inh: inhibitors of human DNA polymerase beta; AID 485314; P06746; Potency, µM (highest dose often 114 µM), inactives show at the highest dose activity change, negative = inhibition, actives largely listed as inhibitors; hit rate 1.3% among 340,000; Pol beta primer extension/strand displacement, fluorescence kinetic; also: potency is read from the fitted curve at half-maximal effect; % is scaled to controls: 0 for no effect and ±100 for the full control effect
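Human Pol beta at 10 nM; strand-displacement substrate 50 nM final. Compound exposure 15 min at room temperature before start, reaction 10 min at room temperature.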
Apoferritin bind: binds horse apoferritin like a general anesthetic. P02791. apoferritin/1-aminoanthracene competitive binding, fluorescence. Potency, µM (top dose mostly 77.5 µM), without a hit: at the highest dose activity change, negative = displacement, actives largely listed as inhibitors. hit rate 0.074% among 350,000. AID 485281; also: potency is read from the fitted curve at half-maximal effect; % is scaled to controls: 0 for no effect and ±100 for the full control effect; nearly all actives have a fitted effect of over 20% in size
Target sequence (P02791 2-175 limits assumed): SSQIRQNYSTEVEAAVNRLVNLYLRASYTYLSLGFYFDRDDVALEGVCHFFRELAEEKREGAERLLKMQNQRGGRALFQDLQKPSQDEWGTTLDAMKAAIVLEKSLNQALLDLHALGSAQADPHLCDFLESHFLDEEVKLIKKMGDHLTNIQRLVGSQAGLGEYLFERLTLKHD
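Steps: apoferritin (10 uM) was premixed with half-saturated 1-AMA in PBS, compounds were pin-transferred, plates stood 10 min at room temperature, fluorescence was read at 380/535 nm, and curves were fitted with a Hill equation.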
* = called active by the depositor; ? = inconclusive; . = no result given; & = joins results of further samples; [ ] = remark or other dose. Unless noted, calls follow the shape of the dose curve; as a rule, active = well fitted curve in the direction sought with a large enough effect; inconclusive = small, poorly fitted or top-dose-only effect, or another doubt; inactive = no such curve, though single readings can be large; an effect the other way counts as inactive or inconclusive. An excerpt; rates above refer to the full screens.

SMILES	Pol eta inh	12-LOX inh	ERG-DNA inh	APE1 inh	POLK inh	LDHA block	RGS4 inhibitor	Pol beta inh	Apoferritin bind
Cc1noc(C)c1S(=O)(=O)NC1CCN(Cc2ccccc2)CC1	-22%	0%	-1%	2%	2%	-3	-10%	12%	-20%
CC(C)[C@@H](C(=O)NCc1ccco1)N1C(=O)N2CCc3c([nH]c4ccccc34)[C@@]2(C)C1=O	-23%	25%	-11%	-1%	7%	0	-12%	0%	-19%
O=C(O)c1ccc(-c2ccccc2)[nH]c1=O	?	-1%	-4%	4%	-8%	0	7%[11.4 µM]	-1%	-3%
CCOc1ccc(NC(=S)N2CCCCCC2)cc1	5%	?	-2%	-1%	-16%	-3	-2%	-4%	-21%
O=S(=O)(NCc1ccccc1)[C@@H]1CC2C=CC1C2 (stereo not given in full)	2%	-17%	0%	2%	-3%&16%	-14	25%	.	.
CC(C)(C)OC(=O)N[C@@H](C(=O)OC(C)(C)C)c1ccc(Br)cc1	-15%	0%	-2%	-13%	-8%	1	-4%	.	.
COc1ccc(CNc2nc(-c3ccco3)nn2C(=O)c2ccccc2C)cc1	-12%	-1%	-2%	.	-1%	-16	-11%	7%	-1%
O=S(=O)(NC1=NCCCCC1)c1ccc(Cl)cc1Cl	-7%	7%	-4%	-11%	-4%	-11	0%	.	.
CN1CCN(c2nc(Nc3ccc(O)cc3)nc3ccccc23)CC1	-15%	-22%	5%	3%	-10%	0	13%	9%	-9%
O=C(Nc1nnc(CCN2CCCCC2)s1)c1ccccc1Cl	-26%	-6%	1%	3%	6%	-2	10%	-2%	-5%
O=C(CN1CCN(C(c2ccccc2)c2ccccc2)CC1)N1CCOCC1	-3%	?	.	3%	1%	-15	7%	-6%	-7%
O=C(CN1C(=O)CCc2cc(S(=O)(=O)N3CCOCC3)ccc21)NCc1ccccc1	-10%	-5%	1%	.	-2%[60.1 µM]	-6	6%	39%	6%
OCCNc1nc2ccccc2nc1NCCO	-18%	160%[activator]	4%	?	2%	-1	8%	5%	-5%
COc1ccc(OC)c(/C=N/NC(=O)Cn2ccnc2C)c1	5%	0%	1%	12%	3%	-4	0%	11%	117%[activator]
CC(CCc1ccccc1)NC(=O)c1cccc([N+](=O)[O-])c1 (stereo not given)	-11%	12%	4%	13%	8%	-1	4%	1%	-2%
Cc1ccc(OCCSc2ncnc3sc(C)c(C)c23)cc1C	-19%	4%	-12%	-5%	-7%	0	-2%[11.4 µM]	11%	-6%
CCN1CCN(C(=O)c2cccc(OC3CCN(S(=O)(=O)N(C)C)CC3)c2)CC1	-17%	11%	11%	9%	-9%	-7	15%	16%	-12%
Cc1ccc(N=Nc2ccc(O)c(P(=O)(c3ccccc3)c3ccccc3)c2)cc1	-7%	?	-9%	-3%	14%	-1	0%	?	-11%
CCOC(=O)C1=C(N)c2ccccc2CC1C(C)C (stereo not given)	-25%	-17%	-1%	6%	-9%	10	26%	11%	-12%
Cc1ccc(NC(=O)COC(=O)[C@H](C)N2C(=O)C3CC=CCC3C2=O)cc1S(=O)(=O)N(C)C (stereo not given in full)	-8%	0%	-1%	-1%	-9%	-1	2%	-11%	-10%
CNC(=O)c1nnn(Cc2ccccc2)c1NC(C)=O	-9%	0%	-6%	3%	-14%	-4	14%	-15%	4%
O=C(NCCCl)Nc1cc([N+](=O)[O-])ccc1Cl	-9%	-4%	5%	0%	-11%	-4	2%	1%	-10%
COc1ccc(NC(=O)Nc2cccc3c2O[C@H](CN(C)C(=O)Nc2ccc(OC)cc2)[C@@H](C)CN([C@H](C)CO)C3=O)cc1	-11%	-5%	14%	-10%	-1%	0	5%	.	.
CCCSc1ccc([C@@H]2[C@H]3C(=O)N(C)C(=O)[C@H]3[C@]3(C(=O)OC)CCCN23)cc1OC	-10%	?	4%	5%	12%	-1	0%	.	.

Reprinted at random: 3 entries already listed
SMILES	Pol eta inh	12-LOX inh	ERG-DNA inh	APE1 inh	POLK inh	LDHA block	RGS4 inhibitor	Pol beta inh	Apoferritin bind
CCCSc1ccc([C@@H]2[C@H]3C(=O)N(C)C(=O)[C@H]3[C@]3(C(=O)OC)CCCN23)cc1OC	-10%	?	4%	5%	12%	-1	0%	.	.
CCN1CCN(C(=O)c2cccc(OC3CCN(S(=O)(=O)N(C)C)CC3)c2)CC1	-17%	11%	11%	9%	-9%	-7	15%	16%	-12%
COc1ccc(NC(=O)Nc2cccc3c2O[C@H](CN(C)C(=O)Nc2ccc(OC)cc2)[C@@H](C)CN([C@H](C)CO)C3=O)cc1	-11%	-5%	14%	-10%	-1%	0	5%	.	.

Other entries follow:
SMILES	Pol eta inh	12-LOX inh	ERG-DNA inh	APE1 inh	POLK inh	LDHA block	RGS4 inhibitor	Pol beta inh	Apoferritin bind
COc1ccc(C(=O)CSc2ccc(-c3ccc(C)cc3)nn2)cc1	-17%	-1%	2%	-7%	-3%	3	-31%	3%	-22%
Cn1c(=O)c2c(ncn2CCOc2ccc(F)cc2)n(C)c1=O	-10%	-1%	-2%	60%[activator]	-17%	-12	16%	29%	-1%
NC(=O)c1ccccc1NC(=O)CSc1nc2c(c(=O)[nH]1)CCCC2	-22%	12%	-24%	50%[activator]	7%	-4	-21%	1%	0%
O=C(CSc1nnc(-c2ccncc2)n1-c1ccc(Cl)cc1)NCc1cccs1	-7%	0%	3%	-2%	-9%	1	-19%	-36%	-16%
COc1ccc(S(=O)(=O)NC2CCCCC2)cc1-n1cnnn1	3%	-42%	5%	1%	-2%	-8	?	?	-8%
Cc1cc(C(=O)O/N=C(\N)c2ccc(C(C)(C)C)cc2)no1	-18%	440%[activator]	-12%	15%	-23%	-2	12%	3%	2%
CC(=O)Nc1ccc(OCCCNC(=O)c2c(-c3ccccc3)noc2C)cc1	-15%	13%	6%	?	-6%	-3	-18%	12%	-1%
COc1ccc(CN2CCNC(=O)C2CC(=O)N(C)Cc2ccon2)c(OC)c1 (stereo not given)	-6%	-6%	-4%	-6%	-10%	1	-7%	2%	-9%
O=C(NC(NC(=S)Nc1ccc(Cl)c(Cl)c1)C(Cl)(Cl)Cl)c1ccco1 (stereo not given)	-6%	2.8µM*	-20%	23%	-7%	-4	-10%	16%	-17%
CCCn1c(N)c(N(CCOC)C(=O)c2ccccc2)c(=O)[nH]c1=O	-18%	11%&-1%	2%	-5%	-7%	-8&0	6%	49%	-1%
COCCN1C(=O)C(C(=O)OC)CC2=C1CC(C)(C)CC2=O (stereo not given)	1%	-14%	105%[activator]	.	-5%	-6	-14%	.	.
O=C(c1cccc(S(=O)(=O)N2CCCCC2)c1)N1CCN(Cc2ccccc2)CC1	-11%	?	4%	27%	13%	-1	-4%	.	.
Cc1ccc2c(c1)C(=O)N1[C@H]3c4cc(Cl)ccc4OC[C@@H]3[C@H](c3ccccc3)[C@]1(C)C(=O)N2	-8%	-2%	17%	36%	1%	-8	1%	.	.
CC(C)c1ccc(/C=N/N2CCCCC2)cc1	-7%	?	2%	16%	-12%	-19	-17%	-3%	-6%
Clc1ccccc1OCCCCn1ccnc1	-10%	17%	4%	-2%	-5%	2	12%	-2%	-6%
COc1ccc(S(=O)(=O)N2CCC(C(=O)Nc3cc(Cl)ccc3N3CCOCC3)CC2)cc1OC	-7%	7%	1%	22%	-1%	-3	-8%	.	.
CCOc1cc(/C=N/O)cc(Br)c1OC	-9%	-7%	0%	-4%	5%	-3	0%	16%	?
NC(=O)CC(NC(=O)c1ccc(Br)cc1)c1ccc(N2CCCCCCC2)c([N+](=O)[O-])c1 (stereo not given)	-22%	?	3%	0%	-4%	1	19%	6%	?
Oc1[nH]c2ccccc2c1C=Nc1ccccc1	-4%	17%	9%	-5%	-5%	-9	-11%[56.9 µM]	23%	-6%
Fc1ccc(-n2cc(-c3ccccc3)c3c(=S)nc[nH]c32)cc1	-29%	?	-1%	-26%	?	3	-53%	4%	-1%
C=CCn1c(=O)c2c(C)c(C)sc2n2c(Nc3ccc(OC)cc3)nnc12	-3%	0%	-12%	-5%	-1%	-4	13%	1%	-22%
O=C(COc1ccc(F)cc1)Nc1c(C(=O)N2CCC(N3CCCCC3)CC2)oc2ccccc12	-17%	1%	4%	68%[activator]	6%	-1	-1%	-3%	-16%
Cc1ccc(S(=O)(=O)N2CCCCC2C(=O)O)s1 (stereo not given)	9%	3%	4%	0%	4%	-10	25%	36%	-3%
O=C(O)CC(SCC(=O)Nc1ccc(Cl)c(S(=O)(=O)N2CCOCC2)c1)C(=O)O (stereo not given)	12%	-18%	26%	-1%	-4%	-7	-17%[56.9 µM]	2%	1%
CC(C)C[C@H]1CNC(=S)N1CC1CCCN1C[C@H](Cc1ccc(O)cc1)N1C[C@H](Cc2ccccc2)N(CC2CCCCC2)C1=S (stereo not given in full)	-12%	?	21%	.	-3%	-3	-4%	.	.
COc1ccc(-n2c(SCCC#N)nnc2-c2cc(Cl)ccc2OC)cc1Cl	-14%	-21%	0%	-10%	-16%	2	-5%	10%	-2%
CC(C)Cn1c(N)c(C(=O)COC(=O)[C@@H]2CCCN2C(=O)c2cccs2)c(=O)n(C)c1=O	-7%	22%	11%	-3%	2%	-3	12%	5%	-15%
COc1ccc(N/C(N)=N/c2nc(CSc3nnc(C)s3)cc(=O)[nH]2)cc1	-10%	-8%	-1%	-2%	3%	3	-8%	7%	-3%
CN1C(=O)/C(=C/c2ccc(OCc3ccccc3F)cc2)NC1=S	6%	0%	-9%	-8%	-13%	-16	10%	8%	5%
